# rCAG RNA binder: binds r(CAG) RNA repeats. r(CAG) RNA repeat, TO-PRO-1 dye displacement fluorescence. 1.3% of 370,000 active. inhibition, % at 3 µM;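 active means inhibition above the plate cutoff, the mean of all test compounds on that plate plus 3 SD, cut at about 35% in these data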;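 further: 0% = DMSO alone and 100% = 100 µM mitoxantrone as full dye displacement; higher means more dye released from RNA so lower well fluorescence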
# TCR-CD3 inh: blocks the human TCR-CD3 interaction | TAMRA-labeled TCR probe fluorescence, biochemical | inhibition, % at 9.4 µM | 0.37% of 360,000 active | AID 651800; in the data active means inhibition above about 19%;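 further: recombinant mutant TCR 2C K166C tagged with TAMRA read by polarization; 0% = receptor in buffer alone and 100% = receptor with positive control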
# NR1D1 modulator: modulators of human Rev-erb alpha DNA binding | AID 1259318 | Rev-erbα–FITC-DNA binding, fluorescence polarization, 90 min | activity, % at 10 µM | P20393 | 0.79% of 370,000 active;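 active means activity above about 14%, limit read from the data; passing the limit was not always enough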;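 further: 0% = DMSO wells with 35 nM protein and 100% = DMSO wells with 750 nM protein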
# Target sequence (P20393 whole entry, looked up): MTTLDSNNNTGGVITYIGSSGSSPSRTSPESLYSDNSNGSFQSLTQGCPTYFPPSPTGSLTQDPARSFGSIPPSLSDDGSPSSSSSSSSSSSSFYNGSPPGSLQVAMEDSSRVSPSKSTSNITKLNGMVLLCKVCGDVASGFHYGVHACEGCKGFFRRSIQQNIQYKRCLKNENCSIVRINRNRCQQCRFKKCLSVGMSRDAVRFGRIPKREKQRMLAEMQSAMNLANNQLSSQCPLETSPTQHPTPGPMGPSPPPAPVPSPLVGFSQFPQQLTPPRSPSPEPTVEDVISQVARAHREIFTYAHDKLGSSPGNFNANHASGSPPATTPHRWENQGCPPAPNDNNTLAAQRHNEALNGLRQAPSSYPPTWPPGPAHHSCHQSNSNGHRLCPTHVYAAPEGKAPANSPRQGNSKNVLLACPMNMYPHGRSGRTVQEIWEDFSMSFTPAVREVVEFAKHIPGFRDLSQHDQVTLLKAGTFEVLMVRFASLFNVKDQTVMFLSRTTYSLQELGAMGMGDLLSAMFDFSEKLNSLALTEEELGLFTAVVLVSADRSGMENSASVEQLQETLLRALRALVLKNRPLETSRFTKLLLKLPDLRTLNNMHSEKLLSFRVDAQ
# UHRF1 binding: human UHRF1 methylated DNA binding inhibitors. Q96T88. UHRF1 binding to methylated oligo, TR-FRET. inhibition, % at 4.4 µM. 0.75% of 370,000 active; in the data active means inhibition above about 21%;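 further: UHRF1 SRA domain binding a hemimethylated CpG hairpin DNA probe; 0% = median of test compound wells and 100% = reference inhibitor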
# MBD2 DNA inh: inhibitors of human MBD2 binding to methylated oligonucleotide; Q9UBB5; TR-FRET; inhibition, % at 4.4 µM; 0.31% of 370,000 active; AID 686964; in the data active means inhibition above about 13%
# LEDGF integ inh: blocks HIV-1 LEDGF/p75-dependent DNA integration; TR-FRET IN-LEDGF/p75 DNA integration, Eu/Cy5; inhibition, % at 3.7 µM; 0.64% of 370,000 active; AID 743269;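 active means inhibition above the screen-wide mean plus 3 SD, cut at about 13% in these data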;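 further: signal is the Cy5 over europium emission ratio at 671 and 618 nm; 0% = plate median of compound wells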
# PG9 Ab binder: binds the HIV-1 gp120 antibody PG9; TR-FRET gp120-PG9 antibody binding; inhibition, % at 6.7 µM; 0.43% of 360,000 active; AID 624416; in the data active means inhibition above about 8.5%
# HTRA1 inhibitor: inhibitors of human serine peptidase HTRA1; recombinant HTRA1, FP-rhodamine activity-based probe, fluorescence polarization; inhibition, % at 5.96 µM; 0.5% of 340,000 active; AID 504803; in the data active means inhibition above about 36%;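 further: 0% = enzyme with DMSO and 100% = wells lacking enzyme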
# ABHD4 inh: inhibits mouse alpha/beta hydrolase domain 4 | Q8VD66 | purified mABHD4, FP-Rh probe fluorescence polarization | inhibition, % at 8.92 µM | 0.54% of 370,000 active;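 active means inhibition exceeding the mean over every tested compound plus 3 SD, cut at about 30% in these data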;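 further: 0% = plate median of compound wells and 100% = S159A mutant with DMSO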
# Target sequence (Q8VD66 whole entry, looked up, the tested form may be a part): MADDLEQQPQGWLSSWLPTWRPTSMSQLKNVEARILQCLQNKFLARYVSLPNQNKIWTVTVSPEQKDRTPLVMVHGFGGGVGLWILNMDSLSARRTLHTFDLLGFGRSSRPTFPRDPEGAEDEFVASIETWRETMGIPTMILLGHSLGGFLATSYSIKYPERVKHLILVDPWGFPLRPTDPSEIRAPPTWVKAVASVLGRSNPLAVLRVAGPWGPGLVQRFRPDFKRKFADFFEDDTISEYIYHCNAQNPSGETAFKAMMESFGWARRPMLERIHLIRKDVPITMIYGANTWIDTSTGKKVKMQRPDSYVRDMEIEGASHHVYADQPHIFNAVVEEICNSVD
#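 Test system: mABHD4 protein; Read-out basis: % inhibition; Incubation: 45 min + 60 min at 25 °C; Repeats: single replicate; Technique: fluorescence polarization with parallel and perpendicular emission, 525/598 nm; Compound: 8.92 µM, single dose; Benchmarks: full inhibition S159A mutant plus DMSO, zero as sample-well median.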
# PRMT1 inh: PRMT1 (human) inhibition, primary screen. Q99873. recombinant PRMT1, activity-based probe fluorescence polarization. inhibition, % at 2.79 µM. 1.3% of 370,000 active. AID 652257;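 active means inhibition above about 21% made by adding two undisclosed values, limit read from the data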
# Active calls of the source: *; . = not tested or not shown. An excerpt; the hit share may differ from the screen's.
SMILES,rCAG RNA binder,TCR-CD3 inh,NR1D1 modulator,UHRF1 binding,MBD2 DNA inh,LEDGF integ inh,PG9 Ab binder,HTRA1 inhibitor,ABHD4 inh,PRMT1 inh
O=C1COc2ccc(C(=O)COC(=O)c3cc(S(=O)(=O)NCc4ccccc4)ccc3O)cc2N1,14,6,-5,1,1,2,-0.3,-5,-2,2
Cc1ccc(S(=O)(=O)Nc2ccc(F)c(S(=O)(=O)N3CCOCC3)c2)cc1,12,-2,-4,-2,4,4,-3.8,0,6,-2
Cc1noc(C)c1NC(=O)Nc1cccc2c1O[C@H](CN(C)S(C)(=O)=O)[C@@H](C)CN([C@H](C)CO)C2=O,3,-5,-6,1,-3,-1,1.6,3,-2,0
COc1ccc(C(NC=O)c2cc(OC)c(OC)cc2Br)cc1OC (stereo unspecified),-4,0,3,-1,-3,3,2.0,-3,-5,-4
O=C(NCCCNc1ccc(C(F)(F)F)cc1[N+](=O)[O-])c1cc(F)c(F)cc1Cl,3,-2,8,-1,6,1,0.1,2,-13,1
CCN(CC)S(=O)(=O)c1ccc(N2CCN(C)CC2)c(NC(=O)c2cc(=O)c3ccccc3o2)c1,-4,-2,0,3,-2,-7,-0.4,-1,3,6
CC(C)=N/N=C1/NC(=O)C(c2ccccc2)S1 (stereo unspecified),23,5,3,-2,3,4,0.7,-5,-3,-1
C/C(=N/NC(=O)Cc1cc(=O)[nH][nH]1)c1ccc([N+](=O)[O-])cc1,17,4,0,-3,-1,0,0.1,4,-4,8
COCCNC(=O)COCc1cc(-c2ccc3c(c2)OCO3)on1,-2,4,1,-1,-4,-5,-1.6,8,3,-1
COC(=O)CC1C(=O)NCCN1C(=O)NC1CCCCC1 (stereo unspecified),0,8,-3,1,-1,-1,1.8,2,3,-4
O=C(CSc1nnnn1-c1ccccc1)Nc1ccc(Cl)cc1,5,-4,1,-1,-1,1,0.1,3,2,1
CC1(C(=O)NCCC#N)CCN1C(=O)C1(c2ccccc2)CCCC1 (stereo unspecified),0,-5,-6,1,3,-5,-1.2,.,2,7
CC1CN(CC(=O)NCc2ccc(Cl)cc2)CC(C)O1 (stereo unspecified),-2,6,3,-2,1,0,-0.1,-1,4,-1
O=C(COC(=O)c1ccc(S(=O)(=O)Nc2ccccc2)cc1)NCCN1C(=O)CSC1=O,2,0,2,-2,3,0,-1.3,1,-2,-1
CCOCCOC(=O)c1ccc(-n2cnc(C)n2)nc1,-5,-1,4,3,7,-8,-1.8,1,0,2
CCN(CC)CCCNC(=O)c1sc2nc(-c3ccc(F)cc3)cn2c1C,1,4,-1,3,4,-1,0.5,5,0,0
CCOC(=O)C(=O)C1=C(N2CCOCC2)/C(=C\c2cccc([N+](=O)[O-])c2)CC1,10,5,2,0,-8,2,-2.4,4,28,18
O=C(CSc1ccccc1F)NC(=O)c1ccc(Cl)cc1,1,-4,-4,0,2,-1,2.0,-2,-1,2
CCCCC1S/C(=N/N=C/c2cccs2)NC1=O (stereo unspecified),3,9,2,-4,-1,2,-1.3,6,0,-1
COC(=O)[C@@]12CCCCN1[C@H](c1ccc(-c3ccc4c(c3)OCO4)cc1)[C@H]1C(=O)N(C)C(=O)[C@H]12,2,1,5,-3,-5,2,0.9,-5,-4,0
CCOC(=O)C1=C[C@@H](C(C)(C)C)N(S(=O)(=O)c2ccc(OC)cc2)[C@H]1c1ccccc1,1,3,5,-3,-6,-2,1.6,.,-14,-1
CCN(CC)C(=O)CSC1=N/C(=C/c2ccco2)C(=O)N1c1ccc(OC)c(Cl)c1,18,7,-5,-6,-6,5,1.0,-16,6,18
Cc1ccc(S(=O)(=O)N2CCCCC2)cc1C(=O)OC(C)C(=O)NC1CCCCC1C (stereo unspecified),-2,-2,-7,-2,-3,1,-1.6,-2,-1,-2
CN(CC(=O)Nc1ccc(F)cc1)C(=O)c1cccc(NS(=O)(=O)c2ccccc2)c1,9,11,-3,-1,5,-5,0.9,1,-14,3
CC(C)C(NC(=O)CCNC(=O)c1ccc([N+](=O)[O-])cc1)c1nc2ccccc2[nH]1 (stereo unspecified),3,5,7,0,-7,-1,0.3,3,-1,3
CCc1cc2c(=O)n(Cc3ccccc3)c(SC3CCOC3=O)nc2s1 (stereo unspecified),-2,4,1,-1,-1,0,-0.1,-17,-7,-1
COc1ccc(S[C@]2(C(=O)NCc3ccccc3)CC(=O)N[C@@H]2c2ccc(OC)cc2)cc1,1,.,4,-1,2,8,.,.,-4,-2
CCCc1cc(=O)[nH]c(SCc2cc(=O)oc3cc(C)c(C(C)C)cc23)n1,13,-7,-2,0,-5,5,-4.3,-14,1,-3
C=C(C)COc1ccc(-c2nc(N)nc(C(F)(F)F)c2-c2ccc(OC)cc2)c(O)c1,7,-1,2,-1,0,0,1.0,-7,-4,2
CCOC(=O)c1c(NC(=O)c2ccc(Cl)cc2)csc1C,3,1,-6,3,3,3,-3.7,-4,0,-2
COc1ccccc1NC(=O)C1CCC(CNc2c(N3CCCCC3)c(=O)c2=O)CC1 (stereo unspecified),-22,3,-1,-3,-4,2,-0.4,-1,-5,-1
c1ccc([C@H]2CN3C(=N2)Sc2ccccc23)cc1,8,1,0,2,0,0,-0.3,-7,-1,29*
CCC(C)(C)C1CCC2(CC1)NC(=O)N(CC(=O)NCCOc1ccccc1)C2=O (stereo unspecified),0,-4,-4,0,2,0,0.1,-22,6,3
COCC(C)n1c(C)cc(C(=O)COc2ccc(C)nc2[N+](=O)[O-])c1C (stereo unspecified),-6,-1,-1,3,-1,-8,1.7,1,-2,5
CCOC(CNC(=O)CN1C(=O)COc2ccc(S(=O)(=O)N3CCCC3)cc21)OCC,-1,9,1,-3,-1,1,-3.0,-2,-3,1
CCn1c(CSc2nnc(-c3ccoc3C)n2C)nc2cc(S(=O)(=O)N(C)C)ccc21,3,4,-1,-3,0,2,0.3,-1,-10,-1
O=C(CSc1nnc(CNc2ccc(F)cc2)o1)c1ccccc1,-4,-3,0,-2,-5,-3,0.1,-3,0,3
CCn1cc(C(=O)O)c(=O)c2cnc(N3CCN(C(=S)NC(=O)c4ccc(OC)cc4)CC3)nc21,5,-8,-2,0,-6,2,-1.1,1,-3,-6
COc1ccc(C(C)C)cc1-c1cncc(NC(C)=O)n1,-1,4,5,-2,0,-1,0.9,.,4,-1
CCOC(=O)C(=O)/C(C#N)=C/Nc1ccc(Cl)cc1,4,1,-5,1,-3,-2,-2.5,-4,11,0
COc1ccc(N2C(=O)CN=C2Nc2cccc(C)c2C)cc1OC,2,-4,-1,-2,-4,-3,0.6,1,0,0
CCOc1ccc(CCNC(=O)C2CCCN(S(C)(=O)=O)C2)cc1OCC (stereo unspecified),4,8,0,5,6,4,-1.2,-11,-6,-4
Cc1nnc(NC(=O)CSc2nnnn2Cc2ccccc2)s1,-1,3,-1,0,2,-1,-1.5,6,0,-1
COc1ccc2c(c1)C1NC(=S)NC(C)(O2)C1C(=O)Nc1ccc(Cl)cc1 (stereo unspecified),6,-1,4,4,-1,-1,-2.1,-14,1,15
C/C=C/Cn1c(SCc2ccc(C)cc2)nc2c1c(=O)[nH]c(=O)n2C,-3,-1,4,1,3,3,0.3,-3,3,11

# Some of the entries above in another layout:
COc1ccc(C(C)C)cc1-c1cncc(NC(C)=O)n1
  rCAG RNA binder: -1
  TCR-CD3 inh: 4
  NR1D1 modulator: 5
  UHRF1 binding: -2
  MBD2 DNA inh: 0
  LEDGF integ inh: -1
  PG9 Ab binder: 0.9
  HTRA1 inhibitor: .
  ABHD4 inh: 4
  PRMT1 inh: -1
c1ccc([C@H]2CN3C(=N2)Sc2ccccc23)cc1
  rCAG RNA binder: 8
  TCR-CD3 inh: 1
  NR1D1 modulator: 0
  UHRF1 binding: 2
  MBD2 DNA inh: 0
  LEDGF integ inh: 0
  PG9 Ab binder: -0.3
  HTRA1 inhibitor: -7
  ABHD4 inh: -1
  PRMT1 inh: 29*

# Additional structures:
SMILES,rCAG RNA binder,TCR-CD3 inh,NR1D1 modulator,UHRF1 binding,MBD2 DNA inh,LEDGF integ inh,PG9 Ab binder,HTRA1 inhibitor,ABHD4 inh,PRMT1 inh
Cc1ccc(S(=O)(=O)N(C)c2ccc(OCC(=O)N3CCCC(C(F)(F)F)C3)cc2)cc1 (stereo unspecified),-5,3,7,-2,-2,-1,-2.8,-11,0,-6
Cc1ccc(COc2ccc(/C=N/NC(=O)CN3CCCCC3)cc2)cc1,-7,1,-5,-1,1,-3,-1.6,-6,-1,0
Cc1ccc(S(=O)Cc2ccc(C(=O)N3CCN(C(=O)c4ccco4)CC3)o2)cc1 (stereo unspecified),-3,-3,-1,0,-3,-3,-1.0,9,2,4
CCc1noc(C)c1C(=O)Nc1sc(C(=O)N(C)C)c(C)c1C#N,4,-2,3,0,-4,2,-1.9,-3,5,1
O=C(Nc1ccc(Cl)c(C(F)(F)F)c1)c1ccncc1,-1,-2,5,0,2,3,-0.5,-8,-5,-2
O=C(Nc1ccn(CCCNCc2ccccc2)c(=O)n1)OCc1ccccc1,5,0,9,1,1,5,0.0,-16,-2,-5
O=S(=O)(Nc1ccncc1Cl)c1cccc(Cl)c1Cl,2,-1,2,-2,4,-2,-1.9,0,0,-3
O=C(CNC(=O)c1ccccc1)OC(C(=O)c1ccccc1)c1ccccc1 (stereo unspecified),-2,-1,-1,2,-5,-2,-0.9,-4,0,2
Cc1cc(NC(=O)CSc2nc(-c3ccccc3)c(C#N)c(=O)[nH]2)no1,16,5,3,0,0,-2,18*,-6,1,1
COc1cc(/C=N/NC(=O)CCc2c(C)n[nH]c2C)cc(OC)c1OC,-1,2,6,2,-3,0,-2.0,-4,-8,-6
O=C1C=C(c2ccc(OC(F)(F)F)cc2)C[C@@H](c2ccc(Cl)cc2)C1,2,-6,-3,-4,2,-2,0.2,-28,-9,0
COc1cccc2[nH]c(C(=O)NN)c(N)c12,7,-5,-4,-5,-6,-3,-18,12,1,-2
O=C(N/N=C/C1CC2CCC1C2)c1ccc2c(c1)OCO2 (stereo unspecified),2,7,-2,1,-1,-4,-1.9,4,1,0
CC(NC(=O)CN1CCc2ccccc21)c1ccccc1 (stereo unspecified),14,-1,1,3,-6,-1,1.5,-11,-9,2
C(=N\c1c(-c2ccccc2)nc2n1CCS2)/c1ccccc1,6,4,-1,-1,0,1,-2.6,-2,10,2
CCN(CC)c1ccc(/C=N/N2CCN(Cc3ccc(Cl)cc3)CC2)c(O)c1,-2,-2,1,0,3,-5,1.8,6,4,3
COc1ccc(NS(=O)(=O)c2ccc(NS(=O)(=O)c3cccc(C(=O)O)c3)cc2)cc1,13,-5,-1,2,5,-3,-0.3,14,2,3
Cc1ccccc1-c1noc(C2CCCCC2)n1,0,3,4,1,4,-2,0.2,5,3,3
COc1ccc(C)cc1NC(=O)CCCN1C(=O)C2CC=CCC2C1=O (stereo unspecified),-2,-6,4,2,1,0,-1.2,9,-4,-3
CCOC(=O)N1CCN(C(=O)CCCCn2c(=S)[nH]c3ccsc3c2=O)CC1,-2,-1,-3,0,3,0,0.1,7,0,-1
CC1=NNC(=O)C1CC(=O)N/N=C/c1ccncc1 (stereo unspecified),-2,2,-4,1,-4,-1,-0.2,9,3,4
Cc1c(Cl)cccc1NC(=S)NCc1ccc(F)cc1,0,-1,2,-3,4,-3,-0.4,-21,-1,3
CC1CCc2nc(NC(=O)c3ccc(S(=O)(=O)N4CCCc5ccccc54)cc3)sc2C1 (stereo unspecified),1,1,-4,1,4,-6,-1.5,-3,3,4
OCCn1c(CSc2nnc(-c3ccco3)n2-c2ccccc2)nc2ccc(Cl)cc21,10,-1,-2,4,-5,6,-1.1,-8,-16,39*

# Screening results (PubChem BioAssay)
